# High-throughput results (PubChem)
# esBAF inh: blocks esBAF chromatin remodeling in mouse ES cells; reporter increase, % at 12.5 µM; Bmi1-luciferase knock-in reporter, 24 h; 100% = twice the neutral-well signal; hit rate 2% among 350,000; in the data active = activation above about 40%; inconclusive = no clear call, values can overlap the other calls;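 note: 0% = median of the plate's neutral control wells and 100% = double that signal; a rise in the Bmi1 reporter signal indicates esBAF inhibition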
# Xi reactivation: activators of X-chromosome reactivation in mouse fibroblasts; AID 743238; XiGFP mouse fibroblasts, % GFP-positive cells imaging, 3 d; cells co-treated with 5-aza-dC sensitizer; scaled so ellipticine positive control = 100%; activation, % at 7.58 µM; hit rate 0.055% among 360,000;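 active = mean normalized replicate activation at least 10% and every replicate at or above 10%; inconclusive = only one of the two criteria met; inactive = mean below 10% and not all replicates reach 10%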;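 note: 0% = median of on-plate neutral control wells and 100% = ellipticine 6 µM median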
#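 System: 68-5-11 XiGFP fibroblast line; Timing: 3 days compound exposure; Compound dosing: one concentration, pinned; Benchmarks: positive control ellipticine, 6 µM final; Buffer or medium: DMEM containing 5-aza-dC.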
# RAD54 inh: inhibitors of human RAD54 branch migration; RAD54 Holliday junction branch migration, FAM/BHQ fluorescence; inhibition, % at 10.4 µM; hit rate 0.14% among 360,000;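 active = mean normalized replicate activity at least 40 and at least half of replicates scoring 40 or more; inconclusive = only one of the two criteria met; inactive = mean below 40 and under half of replicates reaching 40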;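 note: 0% = median of neutral control wells and 100% = median of positive control wells; inhibitors cause a drop in the FAM fluorescence signal; in these data hits start at about 50%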
# GSIS activator: GLuc luminescence reporter in INS-1E cells, primary screen for activators of glucose-dependent secretion of insulin; INS-1E GLuc reporter insulin secretion, 2-3 h; activation, % at 16.6 µM; hit rate 0.61% among 370,000; AID 743287;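 active = lowest replicate activation of at least 40%, so every replicate reaches that level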;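 note: 0% = median of neutral control wells and 100% = median of IBMX positive control wells; some compounds called inactive have numbers as strong as hits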
# F508del corr: correctors of CFTR F508del function in bronchial epithelial cells; activity (quench increase), % at 7.58 µM; hit rate 0.36% among 350,000; CFBE cells, YFP halide quenching; stimulated with forskolin plus potentiator P3; % fluorescence drop versus neutral controls; AID 720511;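 active = mean added fluorescence quench of at least 8% versus neutral control, with both replicates also reaching 8%; inconclusive = only one of the mean or replicate conditions met; inactive = mean below 8% and not both replicates reaching 8%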;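 note: cells transiently co-express mutant CFTR-F508del with the halide-sensitive YFP; corrector assay measuring rescue of mutant channel to the surface after 24 h compound exposure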
# RAD52 anneal inh: RAD52 (human) annealing inhibition; recombinant RAD52 DNA annealing, FRET fluorescence; hit rate 0.46% among 360,000; P43351; inhibition, % at 18.7 µM;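 active = every replicate showing at least 50% inhibition; inconclusive = mean inhibition at least 50% but not in every replicate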
# Target sequence (P43351 whole entry, looked up): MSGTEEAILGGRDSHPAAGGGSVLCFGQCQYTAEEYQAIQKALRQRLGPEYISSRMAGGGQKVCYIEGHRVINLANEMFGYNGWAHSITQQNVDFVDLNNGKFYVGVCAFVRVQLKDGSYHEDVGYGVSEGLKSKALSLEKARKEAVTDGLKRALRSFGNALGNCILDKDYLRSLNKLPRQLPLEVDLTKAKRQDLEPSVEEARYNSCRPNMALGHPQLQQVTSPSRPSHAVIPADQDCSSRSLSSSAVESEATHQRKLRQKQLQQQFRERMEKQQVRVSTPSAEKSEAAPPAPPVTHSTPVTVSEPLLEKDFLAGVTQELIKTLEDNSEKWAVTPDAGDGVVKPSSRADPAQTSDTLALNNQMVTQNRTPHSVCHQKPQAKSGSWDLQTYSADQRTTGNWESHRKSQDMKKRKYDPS
# ERAP1 inh: blocks human ERAP1 aminopeptidase activity; Q9NZ08; recombinant ERAP1, Leu-AMC fluorescence, 60 min; inhibition, % at 10.7 µM; hit rate 0.15% among 340,000;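 active = mean replicate inhibition of at least 30%, or all replicates individually reaching that 30% level; inactive = mean below 30% and not every replicate reaching it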;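 note: 0% = neutral control wells and 100% = L-leucinethiol positive control wells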
# ARNT-TACC3 inh: disruptors of human ARNT/TACC3 interaction. Q9Y6A5. hit rate 0.66% among 390,000. AlphaScreen His-ARNT PAS-B/GST-TACC3 binding, luminescence; TACC3 fragment carries E629A point mutation. AID 623870. inhibition, % at 9.99 µM;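 active = mean inhibition of replicates at least 50% and at least half of replicates each reaching 50%; inconclusive = half or more replicates reach 50% but mean below 50%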;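 note: 0% = complete ARNT plus TACC3 wells and 100% = ARNT alone without TACC3; many hits fall short of the cut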
# * hit, by the source's call; ? = inconclusive; nt = no result given.
structure	esBAF inh	Xi reactivation	RAD54 inh	GSIS activator	F508del corr	RAD52 anneal inh	ERAP1 inh	ARNT-TACC3 inh
COc1ccc(Nc2nnc(-c3ccc4c(c3)OCO4)o2)cc1	nt	-0.2	nt	2	-5.4	-16	0	nt
Cn1nnnc1SCC(=O)NNC(=O)c1ccc(Br)cc1	nt	0.0	nt	6	0.1	-11	-2	24
Nc1ccccc1C(=O)NNC(=O)C(=O)/C=C(\O)c1ccccc1	?	0.0	-23	-10	-34	-4	-5	nt
O=C(N[C@H](C(=O)N1CCC[C@H]1C(=O)NC1CCCC1)C1CCCCC1)c1ccccn1	nt	0.5	nt	nt	-1.0	-5	3	nt
COc1ncnc2c1ncn2CCCNC1CCN(Cc2ccccc2)CC1	1	0.0	-9	10	1.2	2	0	nt
CCC(=O)N(C)C[C@@H]1Oc2cc(-c3ccc(F)cc3)ccc2S(=O)(=O)N([C@@H](C)CO)C[C@@H]1C	1	-0.5	6	7	0.1	13	0	-10
COc1cc(CN(C)Cc2cc(=O)oc3cc(C)c(Cl)cc23)ccc1OC(F)F	11	0.0	7	-3	1.7	-36	-2	2
O=C(CCNS(=O)(=O)c1ccccc1F)NC1CCCCCC1	-3	0.3	-2	11	0.5	-4	4	nt
COc1ccc(S(=O)(=O)N2CCC3(CC2)CC(=O)c2ccccc2O3)cc1	1	0.0	-4	13	-3.1	-1	-1	nt
Cc1ccc(C)c(OCC(=O)Nc2cccc(S(=O)(=O)NC3=NCCCCC3)c2)c1	nt	0.0	9	15	-1.9	1	0	0
O=C(C[C@@H]1CC[C@@H](NC(=O)Cc2cccnc2)[C@H](CO)O1)Nc1ccc(-c2ccccc2)cc1	-18	0.3	-5	-14	0.2	11	-2	-1
O=c1c2ccccc2nc(/C=C/c2ccc(Br)cc2)n1CCCO	2	0.3	0	-20	-4.3	-2	23	-9
COC[C@@H]1CCCN1[C@@H]1CS(=O)(=O)N[C@H]1COCc1ccccc1	1	0.0	2	8	-0.9	-20	nt	nt
O=C(N/N=C/c1cccnc1)c1ccc2c(c1)OCO2	42	0.1	1	-9	3.0	-12	-3	-1
C[C@@H]1CN([C@@H](C)CO)S(=O)(=O)c2ccc(C#CC3CC3)cc2O[C@H]1CN(C)C	2	-1.0	-7	3	-0.5	9	-4	3
NC(=O)CCn1nc(-c2ccc(Cl)cc2)c2ccccc2c1=O	-4	nt	3	72	nt	nt	nt	14
COc1ccc(N(C)S(=O)(=O)c2cccc3nsnc23)cc1	nt	0.1	nt	10	-0.7	-8	2	-1
COc1ccc(N(CC(=O)NCc2ccc3c(c2)OCO3)S(=O)(=O)c2ccccc2[N+](=O)[O-])c(OC)c1	1	0.0	-5	3	-1.7	-11	-2	1
Cc1cccc(-c2ncc(CN3CCC(CO)(CCCc4ccccc4)CC3)cn2)c1	5	0.0	nt	-20	3.1	-16	-3	22
Nc1c(C(=O)O)sc2nc(-c3ccc(F)cc3)cc(-c3ccccc3)c12	-6	-0.1	-12	-3	1.1	-41	-2	-24

# 3 entries from above, sorted by the value under ERAP1 inh, low to high:
Compound	ERAP1 inh
Nc1ccccc1C(=O)NNC(=O)C(=O)/C=C(\O)c1ccccc1	-5
COc1ccc(Nc2nnc(-c3ccc4c(c3)OCO4)o2)cc1	0
O=c1c2ccccc2nc(/C=C/c2ccc(Br)cc2)n1CCCO	23

# (cont.)
structure	esBAF inh	Xi reactivation	RAD54 inh	GSIS activator	F508del corr	RAD52 anneal inh	ERAP1 inh	ARNT-TACC3 inh
COc1cc(NC(=O)CCCNC(=O)Cn2cnc3sc4c(c3c2=O)CCCC4)cc(OC)c1OC	2	0.3	9	12	-1.6	-6	-4	2
O=C(C1CCC1)N1CCC(O)(c2cccc(F)c2)CC1	nt	0.0	nt	1	3.2	8	7	-4
COc1ccc(NC(=O)N(C)C[C@H]2OCCCC[C@H](C)Oc3ccc(NC(=O)c4ccccc4)cc3C(=O)N([C@@H](C)CO)C[C@H]2C)cc1	nt	0.1	nt	-7	3.3	-11	-1	nt
CSc1n[nH]c(NCc2cccs2)n1	0	nt	6	31	-0.8	-5	-4	-12
COc1ccc(-n2c(Cc3cccn3C)nnc2SCC(=O)Nc2cc(C)cc(C)c2)cc1	4	0.2	-10	-2	-2.5	-28	1	6
CCCc1c(C)nc2ccc(OC)cc2c1SCCC(=O)O	-2	0.1	-5	31	nt	nt	nt	3
COC(=O)c1ccc(=O)n(CC(=O)c2ccc(Cl)cc2)c1	nt	0.0	nt	1	0.9	-7	-4	2
O=C(CCCCC(=O)Nc1c(I)cc(I)c(C(=O)O)c1I)Nc1c(I)cc(I)c(C(=O)O)c1I	-9	-0.1	7	nt	1.0	-22	-33	-5
CCCNC(=O)N(C)C[C@@H]1Oc2ncc(-c3ccc(F)cc3)cc2C(=O)N([C@@H](C)CO)C[C@@H]1C	3	-0.3	2	5	-0.3	18	0	-7
COc1cc(OC)cc(C(=O)NCCCNC(=O)c2ccccn2)c1	-1	0.3	-7	4	-0.7	-12	-3	-3
Cc1ccc(NC(=O)COC(=O)CN2C(=O)NC(C)(C)C2=O)cc1S(=O)(=O)N1CCOCC1	nt	0.0	nt	-19	0.0	-9	-2	5
COc1ccc2c3c([nH]c2c1)[C@@H](CO)N(Cc1ccccc1Cl)CC31CN(C(C)=O)C1	nt	-0.1	nt	9	-0.4	-33	-2	nt
COc1cc(NC(=O)c2cc(-c3ccc(C)cc3)on2)cc(OC)c1OC	-6	-0.1	-2	nt	nt	-39	0	-3
COc1ccc(C)cc1S(=O)(=O)N(C)CC(=O)NC1CCCCCC1	nt	0.0	nt	0	-0.7	-1	6	-2
C[C@@H]1CN([C@@H](C)CO)C(=O)CCCn2cc(nn2)CO[C@@H]1CN(C)S(=O)(=O)c1cn(C)cn1	-1	0.3	5	12	1.5	-9	-3	-5
O=C(CCNC(=O)N1CC(=O)Nc2ccccc21)NCc1ccccc1Cl	0	-0.1	3	18	3.6	-28	-4	nt
O=C(COc1ccc(Cl)cc1)N1CCN(c2ccc([N+](=O)[O-])c(N3CCCCC3)c2)CC1	-3	nt	10	-11	0.4	-2	-1	10
O=C(CCNC(=O)c1ccco1)Nc1cccc(C(F)(F)F)c1	-8	0.4	8	-21	-2.4	-1	1	-5
CCOc1ccc(C=NNC(=O)c2cccc3ccccc23)cc1OCC	nt	0.0	nt	nt	-2.2	-51	2	-13
CSC(=NC(C)c1ccccc1)NS(=O)(=O)c1cccs1 (centres undefined)	-1	0.4	-6	5	nt	-7	6	-3

# Next compounds:
structure	esBAF inh	Xi reactivation	RAD54 inh	GSIS activator	F508del corr	RAD52 anneal inh	ERAP1 inh	ARNT-TACC3 inh
Fc1cccc(F)c1[B-](F)(F)F	1	-0.1	-5	-10	1.4	-4	0	-2
CCN1CCN(CCCNC(=O)C2CCN(c3nnc(-n4cccc4)s3)CC2)CC1	13	0.1	-3	-1	0.4	45	-2	3
Cc1ccc(C(=O)O)cc1NC(=O)Nc1ccc2c(c1)OCO2	12	0.0	nt	-5	1.7	-40	6	-19
COc1ccc(NC(=O)CCc2c(C)nc3nc(CNC(=O)c4cccc(F)c4)nn3c2C)cc1OC	-11	0.0	2	10	1.2	-15	1	30
C[C@@H]1CN([C@H](C)CO)C(=O)c2cc(N(C)C)ccc2O[C@@H](C)CCCCO[C@H]1CN(C)C(=O)NC1CCCCC1	-8	0.2	-10	-7	-1.1	-10	-2	31
CCN(CC)CC(C)(C)NS(=O)(=O)c1ccc(Cl)cc1	-2	nt	13	9	-0.9	-7	10	23
CC(=O)Nc1ccc(S(=O)(=O)N2CCC(Oc3ccc(-n4cnnn4)cc3)CC2)cc1	-15	-0.1	3	17	0.3	-17	1	-7
O=C(NC(Cc1ccccc1)C(=O)O)NC12CC3CC(CC(C3)C1)C2 (centres undefined)	-4	0.4	1	6	-1.2	-8	nt	-4
C=C1CCN(c2ccc(C(=O)NCc3ccccc3)cc2[N+](=O)[O-])CC1	3	0.0	2	-5	2.0	-2	-1	3
CCCCC[C@@H](C)N1C[C@@H](COCc2ccccc2)Oc2cc(N3CCC[C@@H]3CO)ccc2S1(=O)=O	nt	0.1	nt	-5	0.8	-22	nt	nt
CN1C(=O)/C(=C/c2ccc(OC(=O)c3ccco3)cc2)SC1=S	2	0.6	-4	-12	0.4	-133	-2	nt
O=[N+]([O-])c1cccc(COc2cccc(CN3CCCC3)c2)c1	6	0.0	3	9	5.5	-6	nt	3
CC(=O)c1cccc(S(=O)(=O)N2CCC(C(=O)Oc3ccc(-c4nnco4)cc3)CC2)c1	-4	-0.2	-14	1	1.7	-8	2	-4
CCCCn1c(N)c(N(CC(C)C)C(=O)c2cc(Br)c(Br)s2)c(=O)[nH]c1=O	-1	0.1	3	-16	-3.4	-23	2	10
CCn1nc(C)c(Br)c1-c1nc(-c2ccc(C)cc2)no1	20	-0.1	2	-4	-0.2	-13	-3	nt
CCOCCC(=O)Nc1ccc2c(c1)c(=O)n(C)n2-c1ccccc1F	-1	0.0	-6	-10	3.3	-14	-7	nt
CO[C@@H]1CN(C)C(=O)c2ccc(NC(=O)c3cc(C)on3)cc2OC[C@H](C)N(CC2CC2)C[C@@H]1C	-1	-0.3	0	11	2.5	-8	1	-3
COc1ccc(NC(=O)N(C)C[C@H]2OCCCC[C@H](C)Oc3ccc(NS(=O)(=O)c4ccc(Cl)cc4)cc3C(=O)N([C@@H](C)CO)C[C@@H]2C)cc1	3	0.0	-5	12	0.6	-1	-3	-3
O=C(NCc1cccs1)C(=O)NCC1OCCCN1S(=O)(=O)c1ccc(F)cc1 (centres undefined)	nt	0.6	nt	nt	nt	-16	-6	-16
O=C(Nc1ccccc1Cl)c1cc(C2CCCN(C(=O)c3ccc4c(c3)CCO4)C2)on1 (centres undefined)	-10	0.1	2	nt	-0.4	-3	3	nt

# Complete entries, looked up by structure. Order of screens: esBAF inh, Xi reactivation, RAD54 inh, GSIS activator, F508del corr, RAD52 anneal inh, ERAP1 inh, ARNT-TACC3 inh
# Results for CCN(CC)CC(C)(C)NS(=O)(=O)c1ccc(Cl)cc1 : -2, nt, 13, 9, -0.9, -7, 10, 23
# Results for O=[N+]([O-])c1cccc(COc2cccc(CN3CCCC3)c2)c1 : 6, 0.0, 3, 9, 5.5, -6, nt, 3

# (continued)
structure	esBAF inh	Xi reactivation	RAD54 inh	GSIS activator	F508del corr	RAD52 anneal inh	ERAP1 inh	ARNT-TACC3 inh
COc1cc(C(=O)OC(C)C(=O)Nc2ccc3c(c2)OCO3)ccc1OCc1c(C)noc1C (centres undefined)	-35	nt	-4	6	nt	-16	-2	nt
N#CC(c1nc2ccccc2nc1OCCO)S(=O)(=O)c1ccccc1 (centres undefined)	0	0.0	-8	-8	-1.4	-69	-5	7
Cc1ccc(/C=N/n2c(C)nnc2C)o1	nt	0.0	-2	2	-2.7	-4	7	0
CN(Cc1cccc(F)c1)C(=O)c1cc(S(=O)(=O)N2CCOCC2)ccc1N1CCCC1	-7	0.0	8	-10	-0.7	-1	2	-2
Nn1c(SCc2cccc(Br)c2)nnc1-c1ccncc1	nt	0.0	-3	nt	3.0	-8	4	-5
